Assay outcomes from PubChem.
M1 ag parental: nonselective activator or artifact in parental CHO-K1 cells | Fluo-8 calcium fluorescence; scaled to maximal ATP response, vehicle zero | activation, % at 3 µM | 360,000 compounds, 0.48% hits; in the data active means activation above about 15%;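 further: untransfected CHO-K1 host cells lacking M1 receptor as counterscreen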
TAAR1 ag: human TAAR1 agonism. AID 624467. activation, % at 3 µM. CHO RD-HGA16 TAAR1, Fluo-8 calcium fluorescence; vehicle wells 0%, saturating PEA agonist 100%. Q96RJ0. 360,000 compounds, 0.99% hits;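 active means activation above the mean activation of all test compounds in the run plus 3 SD, cut at about 38% in these data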
Target sequence (Q96RJ0 whole entry, looked up): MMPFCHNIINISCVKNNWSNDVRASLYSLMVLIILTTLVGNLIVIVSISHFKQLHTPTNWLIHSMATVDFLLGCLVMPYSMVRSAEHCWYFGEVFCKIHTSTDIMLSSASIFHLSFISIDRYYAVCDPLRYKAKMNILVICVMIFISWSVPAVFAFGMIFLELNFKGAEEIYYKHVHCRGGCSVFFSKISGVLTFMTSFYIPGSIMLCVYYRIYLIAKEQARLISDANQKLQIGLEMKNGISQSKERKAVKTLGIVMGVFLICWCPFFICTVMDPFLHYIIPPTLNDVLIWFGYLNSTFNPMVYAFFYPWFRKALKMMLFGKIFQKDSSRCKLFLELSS
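System: CHO RD-HGA16 cells carrying human TAAR1 plus Gα16; Incubation: 17-24 h seeding, 75 min 37 °C dye, 30 min RT; Measured by: Fluo-8 fluorescence, 5 s baseline then 140 s kinetic read; Control set: DMSO and PEA EC100; Replication: single well for each compound.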
CHRM1 agonist: agonists of human M1 muscarinic receptor; activation, % at 3 µM; 360,000 compounds, 0.33% hits; P11229; CHO-K1 hM1, Fluo-8 calcium fluorescence, agonist mode; 0% DMSO, 100% acetylcholine EC100;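 active means activation above the run's mean compound activation plus 3 SD, cut at about 16% in these data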;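 further: peak over basal fluorescence ratio within a 140 s kinetic read after compound addition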
CHO-K1 Ca antag: M1 antagonist counterscreen hit in parental CHO-K1 cells. ATP-induced calcium, Fluo-8 fluorescence. inhibition, % at 3 µM. 360,000 compounds, 0.6% hits;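 active means inhibition above a per-plate cutoff, the plate's mean sample inhibition plus 3 SD, cut at about 24% in these data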;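 further: 0% = DMSO plus EC80 ATP and 100% = DMSO alone without ATP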
OXTR potentiate: potentiates the human oxytocin receptor response; P30559; CHO-OTR cells, Fluo-8 calcium fluorescence, potentiator mode; 0% = oxytocin EC15, 100% = EC100; activation, % at 3 µM; 320,000 compounds, 0.061% hits;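 active means activation above that plate's cutoff, the mean activation of tested compounds plus 3 SD, cut at about 6.6% in these data, passing the limit was not always enough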;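 further: 100% uses oxytocin at 75 nM as the full agonist control; some results filed as inactive read as strong as hits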
Target sequence (P30559 whole entry, looked up): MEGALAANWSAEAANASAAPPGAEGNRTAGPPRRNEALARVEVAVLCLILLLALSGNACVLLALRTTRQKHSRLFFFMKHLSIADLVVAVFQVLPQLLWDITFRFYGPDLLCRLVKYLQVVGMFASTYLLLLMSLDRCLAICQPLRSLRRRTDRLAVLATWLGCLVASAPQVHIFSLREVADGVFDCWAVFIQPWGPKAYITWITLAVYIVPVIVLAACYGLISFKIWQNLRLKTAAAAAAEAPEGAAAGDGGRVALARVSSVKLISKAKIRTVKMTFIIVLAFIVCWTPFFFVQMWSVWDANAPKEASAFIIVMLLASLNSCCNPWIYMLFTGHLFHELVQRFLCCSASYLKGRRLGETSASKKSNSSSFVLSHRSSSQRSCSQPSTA
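Assay system: CHO-OTR cells, human receptor / Also added: oxytocin at about EC15, sub-maximal agonist stimulus / Dosing: single dose, 3.0 µM nominal final compound concentration / Incubation: 6 min pre-incubation, 100 s read / Technique: Fluo-8 calcium dye fluorescence / Read-out: % activation vs EC15 and EC100 oxytocin / Benchmarks: EC15 oxytocin low, 75 nM oxytocin high / Replicates: singlicate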
V1aR counter: activates human V1a receptor in oxytocin agonist counter-screen | activation, % at 3 µM | 320,000 compounds, 0.25% hits | AID 2797 | CHO-V1R cells, Fluo-8 calcium fluorescence, agonist mode; 0% DMSO, 100% 3 nM vasopressin;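 active means activation above the mean activation of all tested compounds plus 3 SD, per screening run, cut at about 20% in these data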;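 further: signal is peak over basal fluorescence ratio across a 100 second FLIPR read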
TAAR1 antag: human TAAR1 antagonism; Q96RJ0; CHO RD-HGA16 TAAR1, Fluo-8 calcium fluorescence, antagonist; inhibition, % at 3 µM; 360,000 compounds, 1.5% hits;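 active means inhibition above a per-plate cutoff, the mean inhibition of test compounds on that plate plus 3 SD, cut at about 49% in these data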;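 further: 0% = DMSO plus EC80 beta-PEA response and 100% = DMSO alone without agonist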
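Test system – hTAAR1-expressing CHO RD-HGA16 cells, Gα16-coupled · Also added – β-PEA at EC80 concentration, post-compound challenge · Compound – 3 µM, single point · Incubation – dye loading 75 min at 37 °C, then 30 min room temperature · Measured by – Fluo-8 intracellular calcium dye fluorescence, real-time kinetic reads · Benchmarks – vehicle and agonist controls · Replicates – singlicate, one well per test compound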
CHO parental Ca: counter-screen for OX1R antagonists: effect in parental CHO cells; parental CHO-K1, ATP-induced calcium, Fluo-8 fluorescence; inhibition, % at 5.6 µM; 330,000 compounds, 0.63% hits; AID 463079;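 active means inhibition above that plate's mean sample inhibition plus 3 SD, cut at about 26% in these data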;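 further: 0% = ATP-challenged DMSO wells and 100% = DMSO wells without ATP; some compounds past the cut are filed as inactive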
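Assay system – parental CHO cells · Reagent – ATP stimulus · Detection – intracellular calcium via Fluo-8 no-wash fluorescent dye · Evaluation – percent inhibition of ATP-evoked calcium rise, normalized to controls · Controls – ATP wells versus no-ATP DMSO wells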
M1 PAM parental: M1 PAM counterscreen hit in parental CHO-K1 cells; ATP EC20, Fluo-8 calcium fluorescence; 0% at ATP EC20, 100% at ATP max; activation, % at 3 µM; 360,000 compounds, 0.02% hits;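 active means activation above the run cutoff, the mean activation of all test compounds plus 3 SD, cut at about 40% in these data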;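 further: peak over basal fluorescence ratio in a 140 s read after ATP addition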
* marks the source's active call; other numbers are inactive results; . = no result given.

SMILES | M1 ag parental | TAAR1 ag | CHRM1 agonist | CHO-K1 Ca antag | OXTR potentiate | V1aR counter | TAAR1 antag | CHO parental Ca | M1 PAM parental
O=C(Nc1ccc2nc3n(c(=O)c2c1)CCCC3)c1cncc(Br)c1 | 1.7 | 5 | -3 | -6 | -2 | -0.1 | -7 | -14 | 5
Cc1onc(-c2ccccc2)c1C(=O)Nc1ccc(Br)cc1Cl | -0.4 | 1 | 0 | 7 | -3 | -0.5 | -15 | -34 | -11
COc1ccccc1NC(=O)CSc1nnc(-c2ccc(C)cc2)o1 | 0.2 | 3 | -4 | -9 | -3 | -0.6 | 0 | 4 | 7
COc1ccccc1N(CC(=O)NCc1ccco1)C(=O)CCC(=O)Nc1ccccn1 | 1.6 | 5 | -1 | -6 | -3 | 0.2 | 2 | -13 | 10
CCN(CCNc1ccc(Cl)cc1[N+](=O)[O-])C(=O)c1cc([N+](=O)[O-])c(N(C)C)cc1OC | 8.3 | 5 | -4 | 0 | -10 | 6.7 | 12 | -19 | -2
CN(c1ccc(OCc2nnc(-c3ccccc3)o2)cc1)S(=O)(=O)c1ccccc1 | 4.8 | 6 | 3 | -8 | -16 | 5.9 | 25 | -11 | 18
COc1ccc(OCc2cn3c(C)cc(C)nc3n2)cc1 | 0.2 | 8 | -7 | 0 | -10 | 0.3 | 6 | -5 | 6
CCOc1ccc(/C=C2\SC(=S)N(N3C(=O)C4CC4C3=O)C2=O)cc1 (configuration not stated) | -0.1 | 3 | -5 | -12 | -11 | 1.5 | 37 | -9 | 5
Fc1ccc(-c2nc3c4ccccc4ccn3c2Cc2ccccc2C(F)(F)F)cc1 | 0.4 | . | -2 | -18 | . | . | . | . | 17
CC(C)C(=O)Nc1ccc(C(=O)N2CCCCCC2)cc1 | 0.9 | 12 | -2 | -8 | -1 | 1.3 | 5 | -7 | 21
CCCSc1nc2sc3c(c2c(=O)[nH]1)CC(C)(CC)OC3 (configuration not stated) | 0.5 | 0 | -3 | -8 | -1 | -0.5 | -12 | -13 | -3
CCOC(=O)c1c(S(=O)(=O)NCC(=O)Nc2ccc(C)cc2)c(C)n(C)c1C | 1.2 | -1 | -4 | -8 | 5 | 0.2 | -21 | -14 | 26
O=C(CCCOc1ccc(Cl)cc1Cl)Nc1cccnc1 | 2.8 | 3 | -3 | -3 | -8 | 3.9 | 3 | -15 | 4
CC1CN(Cc2ccccc2)C(=O)NC1=O (configuration not stated) | 0.3 | 1 | 1 | -2 | . | . | -1 | . | 1
COc1ccc(CC(=O)N2CCN=C2SC)cc1 | 0.7 | 1 | -2 | -32 | -1 | -0.5 | 1 | -2 | 29
CC(Sc1nnc(C2CC2)n1C)C(=O)Nc1ccc(N2CCOCC2)cc1 (configuration not stated) | 0.6 | 0 | -1 | -5 | . | . | -20 | . | -20
O=C(C1=C[C@@H](c2coc3ccccc3c2=O)C[C@@H](OCc2ccc(CO)cc2)O1)N1CCN(Cc2ccccc2)CC1 | 4.2 | . | -11 | -12 | -3 | 0.9 | . | -13 | 12
CC1(/[N+]([O-])=C\c2ccccc2F)CCCCC1=O (configuration not stated) | 1.2 | 1 | -1 | -8 | -6 | -1.0 | -28 | -3 | 10
CCCS(=O)(=O)N1CCC(C(=O)NC2CCCC(C)C2C)CC1 (configuration not stated) | 0.2 | 3 | -2 | 1 | 3 | 0.4 | 10 | -12 | 14
C#CCOCCOCCOCCNc1nc(N2CCN(C(=O)CCCCCCCCCCNC(=O)Cn3cc(C[C@@H](C)O)nn3)CC2)nc(N2CCN(C(=O)CCCCCCCCCCNC(=O)[C@H](CCCCN)n3cc(C[C@@H](C)CC)nn3)CC2)n1 | 1.5 | . | -8 | -4 | -6 | 15 | . | -20 | 6
Cc1c(C(=O)O)c(=O)n(-c2ccccc2)n1-c1ccccc1 | 0.0 | 2 | 1 | 2 | -1 | 0.4 | -4 | -13 | -16
CCCCNC(=O)C(C)N(CCN(C)C)C(=O)CCCCCN1C(=O)NC(c2ccc(Cl)cc2)C(C(=O)OCc2ccccc2)=C1C (configuration not stated) | -0.3 | 1 | -10 | 0 | . | . | -13 | -17 | 3
Cc1ccc(/C=C2\SC(N3CCCC3)=NC2=O)cc1 | . | -2 | . | . | 1 | -0.4 | -20 | -5 | .
Cc1ccc(S(=O)(=O)N2CCN(S(=O)(=O)N3CCCCC3)CC2)cc1 | 0.7 | 2 | -3 | -6 | -11 | 1.6 | -11 | 2 | 15
CN1CCN(C(=O)C2=C[C@@H](c3ccc(C(F)(F)F)cc3)C[C@@H](OCCCCO)O2)CC1 | 1.3 | -1 | -9 | -6 | 2 | 0.4 | 7 | -6 | 18
CCOC(=O)c1c(C)nc2c(c1-c1ccc(OC)c(OC)c1)C(=O)c1ccccc1-2 | 0.1 | 5 | -5 | -12 | -1 | 0.1 | 0 | -18 | -3
CCOC(=O)c1ccc(Nc2nc(C)nc3c2nnn3Cc2ccccc2)cc1 | 0.1 | 0 | -5 | 6 | 2 | -0.2 | -25 | -17 | 10
Cc1ccccc1-c1cc2nc(-c3ccc([N+](=O)[O-])cc3)cc(=O)n2[nH]1 | -0.1 | 0 | 2 | 13 | -7 | 0.7 | 5 | -10 | -12
O=C(CCC1CCCCC1)Nc1nccs1 | 1.1 | 2 | -5 | -8 | -8 | -0.9 | 9 | -7 | 4
Cc1cccc(NC(=O)COc2ccc(/C=C\c3[nH]c(=O)[nH]c(=O)c3[N+](=O)[O-])cc2)c1 | 0.0 | 9 | -8 | -7 | -1 | 0.0 | 8 | -5 | 9
Cc1cccc(C)c1NC(=O)CNC(=O)c1ccccc1OCc1ccccc1 | 3.4 | 1 | -1 | 2 | -5 | -1.1 | 14 | -16 | 10
O=C(C=Cc1cccs1)c1ccc(Cl)s1 | -0.1 | -2 | -6 | -4 | . | . | -3 | . | 9
Cc1c(NC(=O)COC(=O)c2ccccc2Cl)c(=O)n(-c2ccccc2)n1C | 0.5 | -1 | -7 | -12 | -10 | 1.0 | 1 | -15 | -7
O=C(C1CCN(S(=O)(=O)c2cccc3nsnc23)CC1)N1CCc2ccccc2C1 | 3.3 | 10 | -3 | 6 | -10 | 3.6 | 28 | 6 | 3
Cc1nc2n(n1)C(c1ccccc1)C1=C(CC(c3ccco3)CC1=O)N2 (configuration not stated) | 0.5 | 2 | -4 | -12 | -6 | -0.1 | 7 | -5 | 18
O=C(COC(=O)CNC(=O)c1ccccc1)Nc1ccccc1Cl | 1.1 | 12 | -5 | -6 | -6 | 0.7 | -20 | 9 | 7
COc1ccc(CN2CCN(C(=O)c3ccccc3C(=O)c3ccccc3)CC2)cc1OC | 0.8 | 3 | -1 | -2 | . | . | -5 | . | -13
O=C(COC(=O)c1ccc(F)cc1)Nc1ccc2c(c1)OCO2 | 0.2 | 0 | 3 | -11 | -6 | -0.3 | 14 | -3 | 15
CN1CCN(CCCNC(=O)c2ccc(/C=C3\Oc4ccccc4N(Cc4ccc(Cl)cc4)C3=O)cc2)CC1 | 0.1 | 5 | -6 | 11 | 0 | 1.1 | -1 | -26 | -32
COc1ccccc1-n1cc(CN2CCN(CC(C)C)C(CCO)C2)cn1 (configuration not stated) | 4.9 | 12 | -5 | -13 | -14 | 0.7 | -38 | -20 | 2
COC(=O)C1=C(C)NC(C)=C(C(=O)OC)C1/C=C/c1ccccc1 | 0.2 | 9 | -9 | -13 | -7 | 0.3 | -7 | 0 | 4
O=C(/C=C/c1ccc(Cl)cc1Cl)N1CCN(c2ccc([N+](=O)[O-])c(N3CCOCC3)c2)CC1 | 1.0 | 1 | -5 | -4 | -10 | 0.4 | -21 | -19 | 19
CC(NS(=O)(=O)c1ccccc1)C(N)=O (configuration not stated) | 0.4 | 7 | -2 | -2 | -11 | -0.3 | -2 | 10 | 18
CC(C)CC(=O)NCC(C)NC(=O)CC(C)C (configuration not stated) | 0.7 | 0 | 1 | -21 | -10 | 0.5 | 5 | -14 | 10
CCC(=O)Nc1cc2nn(-c3ccc(OC)cc3)nc2cc1C | 0.4 | 15 | -5 | -15 | 1 | 0.2 | 1 | -9 | 6
COC(=O)CCNC(=O)Cc1c(C)n(C(=O)c2ccc(Cl)cc2)c2ccc(OC)cc12 | 1.0 | -2 | -5 | -7 | -6 | 0.4 | 6 | -19 | 9
CCC(C)NC(=O)Cn1nc(C(F)(F)F)c2c1CCCC2 (configuration not stated) | -0.2 | 1 | -3 | 4 | -9 | 2.4 | 4 | 11 | 15
O=C(Nc1cccc([N+](=O)[O-])c1)C1C2/C=C\CCCCC21 (configuration not stated) | 0.8 | 4 | -4 | -16 | -9 | -0.4 | -27 | -13 | 16
CC(=O)Nc1ccc(NC(=O)CCn2c(=S)oc3ccccc32)cc1 | 0.2 | 12 | -4 | -1 | -4 | 0.9 | -12 | 8 | 14
Cc1ccc(C)c(-n2c(Cc3cc(=O)[nH]c(=O)[nH]3)nnc2SCC(=O)NCC2CCCO2)c1 (configuration not stated) | 0.1 | 0 | -2 | 3 | -6 | -0.4 | -9 | -6 | -3
Continuation.
SMILES | M1 ag parental | TAAR1 ag | CHRM1 agonist | CHO-K1 Ca antag | OXTR potentiate | V1aR counter | TAAR1 antag | CHO parental Ca | M1 PAM parental
CCc1cccc(CC)c1NC(=S)N1CCn2cccc2C1c1ccncc1 (configuration not stated) | 0.8 | 10 | -6 | -12 | -6 | -0.7 | -9 | -7 | 20
Cc1ccc(/C=c2\sc3n(c2=O)CN(c2ccc(Br)cc2)CN=3)o1 | -0.4 | 0 | -3 | -2 | 4 | 1.6 | 18 | 3 | 1
CC(C)(C)n1ncc2c(=O)n(Cc3cc(F)c(Cl)cc3Cl)cnc21 | -0.3 | 16 | -4 | -4 | -10 | -1.6 | 35 | -9 | -10
Cc1ccc(S(=O)(=O)N[C@H](C(=O)OCC(=O)N2N=C(c3ccc(Cl)cc3)CC2c2ccco2)C(C)C)cc1 (some centres not stated) | 1.4 | 4 | -10 | -7 | -2 | 1.2 | -2 | -17 | 14
COC(=O)C1=C(C)N(C(C)c2ccccc2)C(=O)C1 (configuration not stated) | 0.8 | 2 | -8 | -11 | 1 | 0.3 | -1 | -14 | 11

Of the compounds above, 2 have a thiophene ring, fused or not:
SMILES | M1 ag parental | TAAR1 ag | CHRM1 agonist | CHO-K1 Ca antag | OXTR potentiate | V1aR counter | TAAR1 antag | CHO parental Ca | M1 PAM parental
CCCSc1nc2sc3c(c2c(=O)[nH]1)CC(C)(CC)OC3 (configuration not stated) | 0.5 | 0 | -3 | -8 | -1 | -0.5 | -12 | -13 | -3
O=C(C=Cc1cccs1)c1ccc(Cl)s1 | -0.1 | -2 | -6 | -4 | . | . | -3 | . | 9
